GPR55 LPI antagonism: inhibition of LPI-stimulated GPR55 beta-arrestin translocation – imaging, U2OS, beta-arrestin-GFP, LPI agonist, primary screen (AID 2013) | U2OS GPR55 beta-arrestin-GFP translocation imaging, LPI antagonism; higher % means a stronger effect | one-dose inhibition, % at 10 µM; IC50 in µM for titrated hits | 290,000 tested, 0.13% active;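 active = spots per cell inhibited over 60%, with over 100 cells counted and total cytoplasm intensity under 500,000; inconclusive = wells with under 100 cells, flagged as likely toxic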;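 note: U2OS cells stably carrying GPR55 and arrestin-GFP stimulated by 5 µM LPI near EC80; imaged beta-arrestin-GFP aggregate spots per cell after agonist stimulation; plate controls were LPI-stimulated DMSO wells for no effect and DMSO wells without LPI for full effect; some results filed as inactive read as strong as hits; confirmed hits need IC50 under 10 µM and bright autofluorescent wells are also inconclusive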
Large T inhibition: TAg ATPase/helicase activity blockers – biochemical (AID 1903); SV40 large T antigen ATPase/helicase inhibition assay; higher % means a stronger effect; one-dose inhibition, % at 20 µM; IC50 in µM for titrated hits; 310,000 tested, 0.39% active; in the data active = a potency from the dose series; inconclusive = inhibition mostly from about 32% at the one dose, without a potency; inactive = the rest, 99 in 100 with inhibition below about 32%; note: strong numbers were not always called active
MgcRacGAP inhibition: MgcRacGAP GTPase-activating activity inhibitors, confirmation, biochemical, ADP Hunter fluorescence | MgcRacGAP-stimulated Rac1 GTP hydrolysis, ADP Hunter fluorescence; higher % means a stronger effect; GST-tagged Rac1 F28L mutant substrate | one-dose inhibition, % at 30 µM; IC50 in µM for titrated hits | 340,000 tested, 0.6% active;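 active = first-screen hits whose inhibition reached a set limit at any dose in the follow-up dose series; inconclusive = inhibition above the set first-screen limit but never retested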;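 note: fluorescence reports GDP produced by GAP-driven GTP hydrolysis; strong numbers were not always called active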
T cell modulator: T cell immune modulators affecting CD8 T cell-vesicle binding | AID 2052 | calls only at 7 µM | 2C CD8+ T cell-vesicle binding, flow cytometry; stronger effect = lower value | 330,000 tested, 0.068% active;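 active = response, share of CD8 T cells binding vesicles, and their 90th percentile fluorescence all below set limits, cut at about 80% in these data, passing the limit was not always enough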
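System: murine 2C transgenic CD8+ T lymphocytes; also added: QL9-loaded Drosophila micro-vesicles; times: binding 1.5 h at 37 °C; measured by: flow cytometry, PE anti-B7-1 (FL2) versus Alexa647 anti-CD8 (FL8), PFA-fixed; control set: Peptide-free naked vesicles (low) and QL9 vesicles with 0.7% DMSO vehicle (high)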
GPR55 activation: selective activators of receptor GPR55 – imaging, U2OS cells, beta-arrestin-GFP redistribution, primary screen (AID 1961); U2OS GPR55 beta-arrestin-GFP redistribution imaging; higher % means a stronger effect; activation, % at 10 µM; hits with a dose series show EC50 in µM; 290,000 tested, 0.048% active;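 active = activation above 40% with more than 50 cells counted in the well; inconclusive = wells holding fewer than 50 cells, flagged as toxic or sparse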;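 note: U2OS osteosarcoma cells stably expressing GPR55 and beta-arrestin-GFP; plate controls were DMSO negative control for no effect and LPI positive control for full effect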
LYP phosphatase: inhibitors of LYP phosphatase, biochemical, fluorescence intensity, uHTS (AID 1779). one-dose inhibition, % at 11.5 µM; IC50 in µM for titrated hits. 290,000 tested, 0.054% active. recombinant LYP phosphatase, fluorescence intensity; higher % means a stronger effect; in the data active = inhibition above about 50%;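 note: plate controls were vehicle with enzyme for no effect and no enzyme for full effect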
NTR1 agonist: agonists of NTR1, primary screen, imaging, U2OS cells, beta-arrestin-GFP, high content (AID 493036); NTR1-U2OS beta-arrestin-GFP spot imaging, agonist mode; 330,000 tested, 0.17% active; activation, % at 20 µM;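 active = activation at or above 40% of the spot to cytoplasm intensity ratio, with at least 20 cells analyzed; inconclusive = wells under 20 cells, flagged as cytotoxic or low count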;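 note: 0% = DMSO without peptide and 100% = 100 nM NTR1 peptide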
Target sequence (P30989 whole entry, looked up): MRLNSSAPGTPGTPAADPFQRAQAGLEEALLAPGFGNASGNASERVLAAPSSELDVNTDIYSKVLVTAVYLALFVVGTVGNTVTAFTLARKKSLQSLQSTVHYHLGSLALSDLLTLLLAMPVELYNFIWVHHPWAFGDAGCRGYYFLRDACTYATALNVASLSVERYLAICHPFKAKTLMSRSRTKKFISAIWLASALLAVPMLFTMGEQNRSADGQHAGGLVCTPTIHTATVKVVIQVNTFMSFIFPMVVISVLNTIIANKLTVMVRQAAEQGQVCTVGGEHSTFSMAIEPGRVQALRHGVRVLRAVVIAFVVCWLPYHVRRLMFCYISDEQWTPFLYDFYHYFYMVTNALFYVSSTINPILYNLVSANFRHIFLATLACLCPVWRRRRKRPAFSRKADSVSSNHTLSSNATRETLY
Lipid droplet: modulators of hepatic lipid droplet formation; 240,000 tested, 0.4% active; AML12 mouse hepatocytes, oleate lipid droplets, BODIPY imaging; inhibition, % at 6.5 µM;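 active = lipid droplet intensity inhibited by at least 50%, with more than 500 cells counted; inconclusive = wells with under 300 cells, treated as cytotoxic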
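Material: mouse AML12 hepatocyte cell line, fixed after treatment; Timing: compound with oleate, overnight; Technique: high-content imaging of BODIPY-stained droplets and DAPI nuclei; Probe or stimulus: oleate, 100 µM final; Dosing: compound at 6.5 µM only.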
GPR35 arrestin U2OS: GPR35 antagonists blocking zaprinast-driven arrestin recruitment, primary screen, imaging, U2OS, beta-arrestin-GFP, zaprinast agonist (AID 2058); inhibition, % at 10 µM, or IC50 in µM where a hit was titrated; 290,000 tested, 0.052% active; U2OS GPR35 beta-arrestin-GFP translocation imaging, zaprinast antagonism; higher % means a stronger effect;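 active = inhibition of at least 50% with at least 30 cells and total cytoplasm GFP at most 10,000,000; inconclusive = under 30 cells or total GFP of 10,000,000 plus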
Lipid droplet cells 6.5 µM: second read-out of Lipid droplet, no call of its own (marks repeat the call); cell count; measured here: cell count, cytotoxicity flag;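 cells counted across two imaged fields per well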
T cell modulator vesicle-bound %: second read-out of T cell modulator, no call of its own (marks repeat the call); double positive events, %; measured here: CD8+ vesicle-bound cell fraction;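 binding gate set so that unloaded-vesicle control wells show 10% double positive cells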
NTR1 agonist cell count 20 µM: second read-out of NTR1 agonist, no call of its own (marks repeat the call); cell count; measured here: cell count, cytotoxicity flag
Numbers without * were called inactive; i = inactive; u = inconclusive; x = no result given. This is a random part of the collection. About 1.8% of those tested had a hit in this group.

Start of the data: the first 3 compounds (preview)
no.	molecule	GPR55 LPI antagonism	Large T inhibition	MgcRacGAP inhibition	T cell modulator	T cell modulator vesicle-bound %	GPR55 activation
1	Cc1ccc(NC(=O)OCc2cccs2)cc1	-4%	12%	x	i	27	0.2%
2	CC(=O)Nc1c(C(N)=O)oc2ccc(Cl)cc12	-19%	8%	-5%	i	5	-0.1%
3	CC(CCc1ccccc1)NC(=O)CN1CCN(Cc2ccccc2)C1=O (centres undefined)	17%	2%	10%	i	32	0.0%

no.	LYP phosphatase	NTR1 agonist	NTR1 agonist cell count 20 µM	Lipid droplet	Lipid droplet cells 6.5 µM	GPR35 arrestin U2OS
1	-5%	2.7	42	-8	766	-5%
2	-6%	0.4	61	3	704	1%
3	-7%	-0.2	57	x	x	1%

Results, previewed entries included:
no.	molecule	GPR55 LPI antagonism	Large T inhibition	MgcRacGAP inhibition	T cell modulator	T cell modulator vesicle-bound %	GPR55 activation
1	Cc1ccc(NC(=O)OCc2cccs2)cc1	-4%	12%	x	i	27	0.2%
2	CC(=O)Nc1c(C(N)=O)oc2ccc(Cl)cc12	-19%	8%	-5%	i	5	-0.1%
3	CC(CCc1ccccc1)NC(=O)CN1CCN(Cc2ccccc2)C1=O (centres undefined)	17%	2%	10%	i	32	0.0%
4	CCCCC1(C)NC(=O)c2c(C)sc(C(=O)OCC)c2N1 (centres undefined)	-1%	-5%	4%	i	35	0.3%
5	COc1ccc2c(c1)C(=O)Cc1ccccc1O2	x	87µM*	4%	i	17	x
6	CCOc1ccccc1OCC(=O)NCc1ccco1	9%	16%	4%	i	48	0.1%
7	C=CCNc1nnc(C)c2ccccc12	3%	-1%	4%	i	30	-0.2%
8	Cc1ccc(Cn2c(SCC(=O)NCC3CCCO3)nc3c2c(=O)n(C)c(=O)n3C)cc1 (centres undefined)	7%	7%	1%	i	46	-0.1%

no.	LYP phosphatase	NTR1 agonist	NTR1 agonist cell count 20 µM	Lipid droplet	Lipid droplet cells 6.5 µM	GPR35 arrestin U2OS
1	-5%	2.7	42	-8	766	-5%
2	-6%	0.4	61	3	704	1%
3	-7%	-0.2	57	x	x	1%
4	-3%	3.0	52	x	x	4%
5	x	-0.3	55	x	x	x
6	-4%	-0.5	59	6	697	-2%
7	-4%	-1.7	83	x	x	1%
8	-11%	0.4	50	-1	719	-1%

Rewritten in transposed form: 3 of the compounds above.
2: CC(=O)Nc1c(C(N)=O)oc2ccc(Cl)cc12
6: CCOc1ccccc1OCC(=O)NCc1ccco1
3: CC(CCc1ccccc1)NC(=O)CN1CCN(Cc2ccccc2)C1=O (centres undefined)

screen / no.	2	6	3
GPR55 LPI antagonism	-19%	9%	17%
Large T inhibition	8%	16%	2%
MgcRacGAP inhibition	-5%	4%	10%
T cell modulator	i	i	i
T cell modulator vesicle-bound %	5	48	32
GPR55 activation	-0.1%	0.1%	0.0%
LYP phosphatase	-6%	-4%	-7%
NTR1 agonist	0.4	-0.5	-0.2
NTR1 agonist cell count 20 µM	61	59	57
Lipid droplet	3	6	x
Lipid droplet cells 6.5 µM	704	697	x
GPR35 arrestin U2OS	1%	-2%	1%

Carrying on.
no.	molecule	GPR55 LPI antagonism	Large T inhibition	MgcRacGAP inhibition	T cell modulator	T cell modulator vesicle-bound %	GPR55 activation
9	COc1ccccc1CNC(=O)c1ccc(SC)cc1OC	1%	18%	10%	i	56	-0.1%
10	CCC(=O)Nc1cc2nn(-c3ccc(OC)cc3)nc2cc1C	2%	-8%	8%	i	30	0.7%
11	CCCn1nnc(NC(=O)c2cc(Br)cc(Br)c2OC)n1	-4%	11%	2%	i	41	-0.2%
12	O=C(Nc1ccc(S(=O)(=O)N2CCCCC2)cc1)C1CC(=O)N(c2ccc(Cl)cc2)C1 (centres undefined)	1%	5%	4%	i	27	0.3%
13	CC(C(=O)N1CCc2ccccc2C1)N1C(=O)c2ccccc2C1=O (centres undefined)	-10%	19%	-15%	i	24	0.7%
14	COc1ccc(CCn2c(-c3ccc(C(C)(C)C)cc3)n[nH]c2=S)cc1OC	5%	7%	6%	i	16	-0.2%
15	COc1ccccc1Nc1nc(=O)[nH]nc1C	5%	-5%	3%	i	8	-0.1%
16	COc1ccc(CCNS(=O)(=O)c2cccc(C(=O)O)c2)cc1OC	12%	1%	8%	i	50	-0.1%

no.	LYP phosphatase	NTR1 agonist	NTR1 agonist cell count 20 µM	Lipid droplet	Lipid droplet cells 6.5 µM	GPR35 arrestin U2OS
9	-9%	3.5	62	x	x	1%
10	-11%	1.4	57	x	x	-1%
11	-8%	-1.9	90	x	x	-10%
12	-8%	3.7	42	-2	742	3%
13	-2%	0.7	49	-4	739	10%
14	0%	0.5	47	0	690	3%
15	-4%	0.2	56	14	796	18%
16	15%	1.2	48	x	x	-9%

The results go on.
no.	molecule	GPR55 LPI antagonism	Large T inhibition	MgcRacGAP inhibition	T cell modulator	T cell modulator vesicle-bound %	GPR55 activation
17	C=CC[n+]1c(/C=C/c2ccc(OC(C)=O)c(OC)c2)ccc2ccccc21	-9%	13%	61µM*	i	47	0.8%
18	Cc1cc(C)cc(N(CC(=O)Nc2ccc(C)cc2Cl)S(=O)(=O)c2c(C)[nH]c(=O)[nH]c2=O)c1	-22%	2%	6%	i	8	-0.1%
19	Cc1ccc(S(=O)(=O)N2C(=O)C(C)SC2=Nc2ccccc2)cc1 (centres undefined)	-10%	2%	-15%	i	48	-0.3%
20	Cc1ccc(S(=O)(=O)Nc2ccccc2CNc2ccc(Br)cn2)cc1	14%	7%	4%	i	13	1.0%
21	O=C(CN1C(=O)c2ccc([N+](=O)[O-])cc2C1=O)NCC1CCCO1 (centres undefined)	x	6%	1%	i	36	x
22	Clc1nc(-c2n[nH]nc2Cl)n[nH]1	8%	22%	11%	i	10	0.2%
23	Oc1ccc(-c2cn3cc(C(F)(F)F)ccc3n2)cc1	5%	u	u	i	15	0.9%

no.	LYP phosphatase	NTR1 agonist	NTR1 agonist cell count 20 µM	Lipid droplet	Lipid droplet cells 6.5 µM	GPR35 arrestin U2OS
17	-10%	0.1	81	x	x	12%
18	-6%	-0.3	76	-3	775	-2%
19	-2%	-0.3	43	11	672	8%
20	0%	4.1	62	-121	709	-9%
21	x	0.7	42	x	x	x
22	3%	-7.9	77	4	650	2%
23	-4%	0.9	60	12	554	-5%

Screening data from PubChem BioAssay.
